XiGFP reactiv = activators of X-chromosome reactivation in mouse fibroblasts; activation, % at 7.58 µM; actives 0.055% (n = 360,000); XiGFP mouse fibroblasts, % GFP-positive cells imaging, 3 d; cells co-treated with 5-aza-dC sensitizer; scaled so ellipticine positive control = 100%; AID 743238;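 active = mean normalized replicate activation at least 10% and every replicate at or above 10%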;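 also: 0% = median of on-plate neutral control wells and 100% = ellipticine 6 µM median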
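System: XiGFP fibroblasts, SV40-immortalized. Medium: DMEM plus 5-aza-dC sensitizer. Doses: single point. Timing: 3 d treatment, 15 min room-temperature fixation. Control set: ellipticine 6 µM.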
INS-1E GSIS act = GLuc luminescence reporter in INS-1E cells, primary screen for activators of glucose-dependent secretion of insulin; activation, % at 16.6 µM; INS-1E GLuc reporter insulin secretion, 2-3 h; actives 0.61% (n = 370,000);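 active = lowest replicate activation of at least 40%, so every replicate reaches that level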;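 also: 0% = median of neutral control wells and 100% = median of IBMX positive control wells; some compounds called inactive have numbers as strong as hits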
An asterisk follows results filed as active; & = joins results of further samples.

SMILES | XiGFP reactiv | INS-1E GSIS act
C[C@@H]1CCCCO[C@H](CN(C)Cc2ccc(C(=O)Nc3ccccc3N)cc2)[C@H](C)CN([C@H](C)CO)C(=O)c2cc(N(C)C)ccc2O1 | -1.0 | 9
CC(=O)N(C)C[C@H]1Oc2ncccc2C(=O)N(C)C[C@@H]1C | 0.2 | 5
O=C(Nc1cccc(F)c1)N1[C@@H]2CNC[C@H]1C2c1ccc(-c2cncnc2)cc1 (stereo partly drawn) | 0.1 | 13
C[C@@H]1CN([C@H](C)CO)C(=O)c2ccccc2-c2ccccc2CO[C@@H]1CN(C)C(=O)c1ccc(F)cc1 | -0.3 | -17
COc1ccc(CN2CC3(CCN(C(=O)C4CCC4)CC3)c3c(n(C)c4cc(OC)ccc34)[C@@H]2CO)cc1 | 0.3 | -11
COc1ccc2c3c([nH]c2c1)[C@@H](CO)N(Cc1ccccc1OC)CC31CCN(C(C)=O)CC1 | 0.1 | -6
COc1ccc2c3c([nH]c2c1)[C@H](CO)N(C(=O)NC(C)C)CC31CCN(C(=O)c2ccncc2)CC1 | 0.3 | 3
O=C(Nc1cc(F)ccc1F)N1CCCCN2[C@H](CO)[C@H](c3ccc(C4=CCCCC4)cc3)[C@H]2C1 | 0.0 | -3
COc1ccc([C@@H]2CC=CC[C@H](C)Oc3ccccc3C(=O)N(C)[C@@H](C(C)C)C(=O)N2)c(OC)c1 (mixture of isomers) | 0.1 | -16
COCC(=O)N1CC2(C1)CN(C(=O)Nc1ccccc1F)[C@H](CO)c1c2c2ccc(OC)cc2n1C | 0.3 | -27
CC(C)NC(=O)Nc1ccc2c(c1)C(=O)N(C)C[C@@H](C)[C@@H](CN(C)S(C)(=O)=O)O2 | 0.3 | 5
O=S(=O)(Cc1ccccc1)N1CC2(C1)[C@@H](c1ccccc1)[C@H](CO)N2CC1CC1 | 0.0 | 13
CCC(=O)N1CCC2(CC1)CN(S(C)(=O)=O)[C@H](CO)c1[nH]c3cc(OC)ccc3c12 | 0.1 | -5
C[C@H]1COCn2nncc2CC[C@H](C)C(=O)N1 | 0.0 | 9
COc1ccc2c3c([nH]c2c1)[C@H](CO)N(Cc1ccccc1)CC31CN(S(C)(=O)=O)C1 | 0.3 | 13
C[C@@H]1CN([C@@H](C)CO)C(=O)c2cc(NC(=O)CCCCCC(=O)Nc3ccccc3N)ccc2O[C@H]1CN(C)CC1CCCCC1 | 0.0 | 19
C[C@@H]1CN([C@@H](C)CO)C(=O)c2cc(N(C)C)ccc2O[C@@H](C)CCCCO[C@@H]1CN(C)Cc1ccc(C(=O)Nc2ccccc2N)cc1 | -0.9 | 6
C[C@H]1CN([C@@H](C)CO)C(=O)c2cc(NC(=O)CCCCCC(=O)Nc3ccccc3N)ccc2O[C@@H]1CN(C)C(=O)NC1CCCCC1 | -0.5 | 4
N#C[C@@H]1[C@H](c2ccccc2C2=CCCC2)[C@@H](CO)N1C(=O)c1ccccn1 | 0.0 | 10
C/C=C/c1ccc([C@H]2[C@@H](CN(C)C(C)=O)N(C(=O)NC(C)C)[C@H]2CO)cc1 | 0.3 | 5
C[C@H]1CN([C@@H](C)CO)C(=O)c2ccccc2-c2ccccc2CO[C@@H]1CN(C)S(=O)(=O)c1ccsc1 | 0.2 | -25
C[C@@H]1CN([C@@H](C)CO)C(=O)c2cccc(NC(=O)Nc3cccc4ccccc34)c2O[C@H]1CN(C)S(=O)(=O)c1cn(C)cn1 | -1.0 | 10
CCCC#Cc1ccc2c(c1)[C@@H]1[C@@H](CCN1S(=O)(=O)c1cn(C)cn1)[C@@H](CO)N2 | 0.2 | -5
O=C1CCC(=O)N[C@H](c2ccccc2)C/C=C\CCN1 | 0.1 | -1
C[C@H](CO)N1C[C@H](C)[C@H](CN(C)C(=O)NC2CCCCC2)Oc2ccc(NC(=O)CCCCCC(=O)Nc3ccccc3N)cc2C1=O | -0.4 | 0

Reprinted at random: 6 entries already listed.
SMILES | XiGFP reactiv | INS-1E GSIS act
O=C(Nc1cc(F)ccc1F)N1CCCCN2[C@H](CO)[C@H](c3ccc(C4=CCCCC4)cc3)[C@H]2C1 | 0.0 | -3
C[C@@H]1CN([C@H](C)CO)C(=O)c2ccccc2-c2ccccc2CO[C@@H]1CN(C)C(=O)c1ccc(F)cc1 | -0.3 | -17
COCC(=O)N1CC2(C1)CN(C(=O)Nc1ccccc1F)[C@H](CO)c1c2c2ccc(OC)cc2n1C | 0.3 | -27
N#C[C@@H]1[C@H](c2ccccc2C2=CCCC2)[C@@H](CO)N1C(=O)c1ccccn1 | 0.0 | 10
COc1ccc([C@@H]2CC=CC[C@H](C)Oc3ccccc3C(=O)N(C)[C@@H](C(C)C)C(=O)N2)c(OC)c1 (mixture of isomers) | 0.1 | -16
COc1ccc2c3c([nH]c2c1)[C@H](CO)N(C(=O)NC(C)C)CC31CCN(C(=O)c2ccncc2)CC1 | 0.3 | 3

(cont.)
SMILES | XiGFP reactiv | INS-1E GSIS act
CC(C)NC(=O)N1C[C@@H]2C(c3ccc(Br)cc3)[C@H](C1)N2CC(F)(F)F (stereo partly drawn) | 0.1&0.3 | -6&-12
CC(C)NC(=O)Nc1ccc2c(c1)CC(=O)N(C)C[C@H](C)[C@@H](CN(C)C)O2 | 0.0 | 10
CC(=O)Nc1ccc2c(c1)CC(=O)N(C)C[C@@H](C)[C@@H](CN(C)C)O2 | 0.4 | 15
OC[C@@H]1[C@@H](c2ccccc2)C2(CN(Cc3cccc(F)c3)C2)N1CC1CCCC1 | -0.1 | 3
COc1ccc2c3c(n(C)c2c1)[C@H](CO)N(Cc1ccccc1OC)CC31CN(C(=O)C2CC2)C1 | 0.2 | 0
COc1ccc2c3c([nH]c2c1)[C@@H](CO)N(C(=O)C1CCOCC1)CC31CCN(Cc2cccc(F)c2)CC1 | 0.1 | -13
COc1ccc2c3c([nH]c2c1)[C@@H](CO)N(C(=O)c1ccncc1)CC31CN(C(=O)NC(C)C)C1 | 0.3 | 9
C[C@@H]1C/C=C\C[C@H](c2ccc3c(c2)OCO3)NC(=O)[C@@H](c2ccccc2)CC(=O)N1 | 0.0 | 12
CNC[C@H]1Oc2c(NC(=O)NC(C)C)cccc2C(=O)N(C)C[C@@H]1C | 0.2 | 1
CN1C(=O)c2cc(NS(=O)(=O)c3ccccc3Cl)ccc2OC[C@H]2O[C@@H](CC(=O)Nc3cc(F)ccc3F)CC[C@@H]21 | 0.0 | 6
COc1cc(CN2CC3(CN(S(=O)(=O)c4cccc(F)c4)C3)c3c([nH]c4cc(OC)ccc34)[C@@H]2CO)cc(OC)c1 | 0.0 | -22
C[C@H](CO)N1C[C@H](C)[C@H](CN(C)Cc2ccc(C(=O)Nc3ccccc3N)cc2)Oc2ccc(NC(=O)Cc3cn(C)c4ccccc34)cc2CC1=O | 2.0 | -15
C[C@H]1CN([C@@H](C)CO)C(=O)c2cccc(NC(=O)CCCCCC(=O)Nc3ccccc3N)c2O[C@@H]1CN(C)Cc1ccccc1 | -1.1 | 7
COc1ccc(CN(C)C[C@H]2Oc3ccc(NC(=O)NC4CCCCC4)cc3CC(=O)N([C@H](C)CO)C[C@@H]2C)cc1 | 0.3 | -10
O=C1C[C@@H](c2ccccc2)C(=O)N[C@H](c2ccc3c(c2)OCO3)C/C=C\C[C@@H](c2ccc(F)cc2)N1 | 0.2 | 6
COc1ccc2c3c(n(C)c2c1)[C@H](CO)N(CC1CCOCC1)CC31CN(C(C)=O)C1 | 0.2 | 21
CNC[C@@H]1Oc2c(NS(C)(=O)=O)cccc2C(=O)N(C)C[C@@H]1C | 0.3 | -1
C[C@H]1CC(=O)NCC/C=C\C[C@H](c2ccc3c(c2)OCO3)NC1=O | 0.1 | -1
C[C@H]1CNC(=O)[C@H](Cc2ccc(C(F)(F)F)cc2)CCn2nncc2COC1 | 0.0 | 16
COc1ccc([C@H]2C/C=C\C[C@@H](c3ccc4c(c3)OCO4)NC(=O)CCC(=O)N2)c(OC)c1 | 0.3 | 9
C[C@H](CO)N1C[C@H](C)[C@@H](CN(C)CC2CC2)Oc2c(NC(=O)Cc3cn(C)c4ccccc34)cccc2C1=O | 1.1 | -16
CN(C)C(=O)c1cc2c(c(-c3cccc(C4=CCCCC4)c3)n1)[C@H](CCO)N([S@@](=O)C(C)(C)C)C2 | 0.0 | 4
CC(=O)Nc1cccc2c1O[C@H](CN(C)S(C)(=O)=O)[C@@H](C)CN(C)C2=O | 0.0 | 2
CCCC#Cc1ccc([C@H]2[C@@H](CO)N3C(=O)CN(C(=O)Nc4cc(F)ccc4F)C[C@H]23)cc1 | 0.3 | 1
CC[C@@H]1CC=CC[C@@H](C)Oc2ccccc2C(=O)N(C)[C@@H](C)C(=O)N1 (mixture of isomers) | 0.3 | 9

Compound profiles, as listed above:
`C[C@H]1CN([C@@H](C)CO)C(=O)c2cccc(NC(=O)CCCCCC(=O)Nc3ccccc3N)c2O[C@@H]1CN(C)Cc1ccccc1` reads XiGFP reactiv = -1.1; INS-1E GSIS act = 7
`CNC[C@H]1Oc2c(NC(=O)NC(C)C)cccc2C(=O)N(C)C[C@@H]1C` reads XiGFP reactiv = 0.2; INS-1E GSIS act = 1

Molecules above containing a CF3 group, in the order listed:
SMILES | XiGFP reactiv | INS-1E GSIS act
CC(C)NC(=O)N1C[C@@H]2C(c3ccc(Br)cc3)[C@H](C1)N2CC(F)(F)F (stereo partly drawn) | 0.1&0.3 | -6&-12
C[C@H]1CNC(=O)[C@H](Cc2ccc(C(F)(F)F)cc2)CCn2nncc2COC1 | 0.0 | 16

Additional compounds
SMILES | XiGFP reactiv | INS-1E GSIS act
C[C@@H]1CCc2cnnn2COC[C@H](Cc2ccccc2)NC1=O | 0.1 | 2
CC(C)NC(=O)Nc1ccc2c(c1)C(=O)N(C)C[C@@H](C)[C@H](CN(C)S(C)(=O)=O)O2 | 0.2 | -12
Cc1noc(C)c1NC(=O)N1C[C@@H](O)COC[C@@H]2O[C@H](CC(=O)N[C@H]3CCN(Cc4ccccc4)C3)CC[C@H]21 | 0.6 | 5
CC(=O)N(C)C[C@H]1OCc2ccccc2-c2ccccc2C(=O)N([C@H](C)CO)C[C@@H]1C | -0.2 | 7
O=C(c1cccnc1)N1CC2(C1)[C@@H](c1ccccc1)[C@H](CO)N2C(=O)c1cccnc1 | 0.2 | 0
Fc1ccccc1-c1ccc(C2[C@H]3CNC[C@@H]2N3CC2CC2)cc1 (stereo partly drawn) | 0.0 | 6
COc1ccc2c3c(n(C)c2c1)[C@@H](CO)N(C(=O)Nc1ccc(F)cc1)CC31CN(C(=O)CC2CC2)C1 | 0.2 | 2
C[C@H]1CN(C)C(=O)c2ccccc2O[C@@H]1CN(C)S(C)(=O)=O | 0.3 | 5
CC[C@@H]1C/C=C\C[C@@H](C(C)C)NC(=O)CCC(=O)N1 | 0.2 | -11
COc1ccc2c3c([nH]c2c1)[C@@H](CO)N(Cc1ccccc1)CC31CN(CC2CC2)C1 | 0.5 | -8
CC[C@@H]1C/C=C\C[C@H](c2ccc(F)cc2)NC(=O)CCC(=O)N1 | 0.1 | 2
C[C@@H]1CCCn2cc(nn2)COCCNC1=O | 1.1 | 11
O=C(c1ccncc1)N1CC(=O)N2[C@H](CO)[C@H](c3ccc(C#CCC4CCCC4)cc3)[C@@H]2C1 | 0.0 | 23
O=S(=O)(c1ccc(F)cc1)N1CC[C@@H]2[C@H](CO)Nc3ccc(C#CC4CC4)cc3[C@@H]21 | 0.0 | -11
CC(=O)N1CC(=O)N2[C@@H](CO)[C@H](c3ccc(-c4ccncc4)cc3)[C@@H]2C1 | 0.0 | -2
C[C@@H]1CN(C)C(=O)c2cccnc2O[C@H]1CN(C)C | 0.0 | 7
COc1cccc(C#Cc2ccc3c(c2)[C@@H]2[C@@H](CCN2S(=O)(=O)c2ccc(C)cc2)[C@H](CO)N3)c1 | 0.3 | -17
CC(C)[C@@H](C)NC(=O)N(C)C[C@H]1OCc2ccccc2-c2ccccc2C(=O)N([C@H](C)CO)C[C@H]1C | 1.0 | 3
C[C@@H]1CN([C@@H](C)CO)C(=O)c2cccc(NC(=O)c3nc4ccccc4s3)c2O[C@@H]1CN(C)Cc1ccc2c(c1)OCO2 | -0.1 | -19
COc1ccc([C@@H]2CC=CC[C@@H](C)Oc3ccccc3C(=O)N(C)[C@@H](C)C(=O)N2)c(OC)c1 (mixture of isomers) | 0.2 | 2
CNC[C@H]1Oc2c(cccc2N(C)C)C(=O)N(C)C[C@@H]1C | 0.2 | 11
CC[C@H]1C/C=C\C[C@H](C(C)C)NC(=O)CCC(=O)N1 | 0.1 | 1
COc1ccc2c3c(n(C)c2c1)[C@@H](CO)NCC31CCN(S(=O)(=O)c2cccc(F)c2)CC1 | 0.0 | 2
C[C@H](CO)N1C[C@H](C)[C@@H](CN(C)S(C)(=O)=O)Oc2c(NC(=O)CCCN(C)C)cccc2C1=O | -1.1 | -14
C[C@H](C(=O)N(C)C[C@@H]1OCc2ccccc2-c2c(n(C)c3ccccc23)C(=O)N([C@H](C)CO)C[C@@H]1C)c1ccccc1 | 0.8 | 2
(more compounds)
SMILES | XiGFP reactiv | INS-1E GSIS act
CNC[C@H]1Oc2ccc(NS(C)(=O)=O)cc2C(=O)N(C)C[C@@H]1C | 0.2 | 2
COc1ccc2c3c(n(C)c2c1)[C@@H](CO)N(C(=O)NC(C)C)CC31CCN(Cc2nccs2)CC1 | 0.1 | 8
CCCC#Cc1ccc([C@@H]2[C@H]3CN(C(=O)c4cccc(F)c4)CC(=O)N3[C@H]2CO)cc1 | 0.3 | -10
C[C@H]1CN([C@@H](C)CO)C(=O)c2c(c3ccccc3n2C)-c2ccccc2CO[C@H]1CN(C)S(=O)(=O)c1ccsc1 | -0.6 | -2
C[C@@H]1CN([C@H](C)CO)C(=O)c2cccc(NS(=O)(=O)c3ccc(Cl)cc3)c2O[C@H]1CN(C)S(=O)(=O)c1cccs1 | 0.0 | -13
CC(C)NC(=O)N(C)C[C@@H]1Oc2c(NS(C)(=O)=O)cccc2C(=O)N(C)C[C@@H]1C | 0.1 | 12

Only part of the results is shown (hit frequency here may not be typical).
